AmpC inh det: Promiscuous and Specific Inhibitors of AmpC Beta-Lactamase (assay with detergent). AID 584, 2007. 0.09% of 71,000 active. P00811. purified AmpC, nitrocefin hydrolysis with detergent. Potency, µM (doses to about 28.7 µM), for the others: at the top dose activity change, negative = inhibition; active means well fitted curve in the direction sought with a large enough effect
Target sequence (P00811 whole entry, looked up): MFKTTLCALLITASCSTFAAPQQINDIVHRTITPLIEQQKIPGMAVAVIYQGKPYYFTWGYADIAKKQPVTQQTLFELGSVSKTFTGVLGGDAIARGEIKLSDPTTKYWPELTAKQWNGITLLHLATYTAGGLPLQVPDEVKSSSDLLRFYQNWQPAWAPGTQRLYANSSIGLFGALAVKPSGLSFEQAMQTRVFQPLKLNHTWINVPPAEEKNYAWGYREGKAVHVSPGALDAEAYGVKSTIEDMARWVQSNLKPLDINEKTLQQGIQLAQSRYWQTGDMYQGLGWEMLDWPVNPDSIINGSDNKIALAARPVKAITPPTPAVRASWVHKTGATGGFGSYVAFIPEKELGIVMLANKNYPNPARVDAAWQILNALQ
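E. coli AmpC (5.3 nM) in 20 mM phosphate pH 7.0 with 0.01% Triton X-100, preincubated 15 min RT with compound; nitrocefin (2 uL of 800 uM stock) hydrolysis followed by 480 nm absorbance every 20 s over 4 min.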
* hit, by the source's call; & = joins results of further samples; [ ] = remark or other dose. On the % scale 0 is the no-effect control and ±100 the full control effect; potency means the concentration at half of the fitted maximal effect. These rows are one share of the data; count on the stated rates, not on these rows.

Sample of the layout (7 entries):
SMILES | AmpC inh det
COc1ccc(NC(=O)N2CCCC3(CCN(C(=O)c4cnccn4)CC3)C2)cc1 | 1%
COc1ccc(C(=O)COC(=O)CN2CC(=O)Oc3ccccc32)cc1Br | 2%
Cc1nonc1NC(=O)CSc1nc2cc(Cl)ccc2c2c1CCCC2 | -4%
CC1C=CC(C)C(C(=O)O)C1C(=O)O (stereo unspecified) | 3%
COc1cc(C(=O)CSc2nnc(-c3ccc(O)cc3)n2CC2CCCO2)ccc1NC(C)=O (stereo unspecified) | -1%
CCOC(=O)c1sc(NC(=O)CN2CCCC2)c(C(=O)OCC)c1C | -2%
O=C(Cc1ccccc1F)Nc1nc(-c2cccs2)cs1 | 11%

All compounds of this part, from the start:
SMILES | AmpC inh det
COc1ccc(NC(=O)N2CCCC3(CCN(C(=O)c4cnccn4)CC3)C2)cc1 | 1%
COc1ccc(C(=O)COC(=O)CN2CC(=O)Oc3ccccc32)cc1Br | 2%
Cc1nonc1NC(=O)CSc1nc2cc(Cl)ccc2c2c1CCCC2 | -4%
CC1C=CC(C)C(C(=O)O)C1C(=O)O (stereo unspecified) | 3%
COc1cc(C(=O)CSc2nnc(-c3ccc(O)cc3)n2CC2CCCO2)ccc1NC(C)=O (stereo unspecified) | -1%
CCOC(=O)c1sc(NC(=O)CN2CCCC2)c(C(=O)OCC)c1C | -2%
O=C(Cc1ccccc1F)Nc1nc(-c2cccs2)cs1 | 11%
Cc1ncoc1C(=O)NCc1ccccc1Cl | -5%
COc1ccc(CN(Cc2ccccn2)C(=O)CN2C(=O)C(C)Oc3ccccc32)cc1 (stereo unspecified) | -2%
N=c1c2c(-c3ccccc3)c(-c3ccccc3)oc2ncn1CCN1CCOCC1 | 13%
O=C(Nc1cccc2cccnc12)c1cccc(N2C(=O)CCC2=O)c1 | -6%
O=C(NC1CC2CCCC(C1)N2Cc1cccs1)N1CCOCC1 (stereo unspecified) | -2%
CCC(=Nc1ccc2c(c1)CCC2)c1c(O)n(C)c(=O)n(C)c1=O | -3%
CCOC(=O)Cc1c(C)nc(-c2ccccc2)[nH]c1=O | 9%
CCCCc1c(C(=O)O)cc(OC)cc1C(=O)O | 9%
O=C(CN1C(=O)NC2(CCCCC2)C1=O)NCCC1=CCCCC1 | -3%
Cc1nc2ccccc2c(=O)n1NS(C)(=O)=O | -1%
O=C(COc1ccc(Cl)cc1)Nc1ncccn1 | -1%
c1nc(COc2nsnc2N2CCOCC2)cs1 | 0%
Cc1cc(C)c2nc(N3CCCC(C(=O)NCCN4CCOCC4)C3)sc2c1 (stereo unspecified) | -1%
CCOC(=O)c1sc(N)c(C(=O)OCC)c1COC(=O)C1CC(=O)N(Cc2ccco2)C1 (stereo unspecified) | -3%
c1ccc(CC2CCN(C(c3cccs3)c3nnnn3C3CCCC3)CC2)cc1 (stereo unspecified) | 0%
O=C(CN1C2CCC1CC(NC(=O)Nc1ccccc1)C2)NCc1ccco1 (stereo unspecified) | 1%
O=S(=O)(c1cc(F)cc(F)c1)N1CCN(c2ncccn2)CC1 | -3%
CCOC(=O)CNC(=O)Nc1cccc(Cl)c1C | -7%

Six of the compounds above, in markdown:
| smiles | AmpC inh det |
| --- | --- |
| CC1C=CC(C)C(C(=O)O)C1C(=O)O (stereo unspecified) | 3% |
| COc1cc(C(=O)CSc2nnc(-c3ccc(O)cc3)n2CC2CCCO2)ccc1NC(C)=O (stereo unspecified) | -1% |
| CCOC(=O)c1sc(NC(=O)CN2CCCC2)c(C(=O)OCC)c1C | -2% |
| O=C(Cc1ccccc1F)Nc1nc(-c2cccs2)cs1 | 11% |
| Cc1ncoc1C(=O)NCc1ccccc1Cl | -5% |
| COc1ccc(CN(Cc2ccccn2)C(=O)CN2C(=O)C(C)Oc3ccccc32)cc1 (stereo unspecified) | -2% |

Continued:
SMILES | AmpC inh det
CCOC(=O)c1c(C)oc2c(F)c(F)c(F)c(F)c2c1=O | -4%
COc1ccc(OC)c(S(=O)(=O)N(C)CC(=O)N2CCN(c3ccccc3)CC2)c1 | -1%
NC(=O)CC1NC(=O)c2ccccc21 (stereo unspecified) | 17%
O=C(Nc1ccc2nc[nH]c2c1)c1ccco1 | 0%
COCCn1nnnc1CN1CCC(O)(c2cccc(C(F)(F)F)c2)CC1 | -3%
Cc1ccc(C(=O)Nc2c(C)n(C)n(-c3ccccc3)c2=O)cc1S(=O)(=O)N1CCOCC1 | -3%
CCOC(=O)C1CCN(C(=O)Nc2ccccc2Cl)CC1 | -3%
Cc1nnc(NC(=O)NC(C)N2C(=O)C3C4C=CC(C4)C3C2=O)s1 (stereo unspecified) | -5%
C[C@@]12C[C@H](O)[C@@H]3[C@H](CCC4=CC(=O)CC[C@]43C)[C@H]1CC[C@@H]2c1csc(-c2ccccc2)n1 | -6%[5.75 µM]
O=C(CCCSc1nc2ccccc2s1)Nc1nccs1 | 1%
CCOc1ccccc1NC(=O)CSc1nnc(-c2ccco2)n1Cc1ccco1 | -1%
CCOC(=O)c1sc(NC(=S)n2cc(C)cn2)c(C(=O)OCC)c1C | -4%
O=C1CCC(C(=O)Nc2cccc(C(F)(F)F)c2)N1 (stereo unspecified) | -1%
CC(=O)Nc1ccc2c(c1)nc(CCN1CCN(C)CC1)n2C | -4%
COc1cc2c(cc1NC(=O)COC(=O)C1CC(=O)N(Cc3ccco3)C1)oc1ccccc12 (stereo unspecified) | 12%
CCCC(C(=O)NC1CCCCC1)N(Cc1ccco1)C(=O)CNS(=O)(=O)c1ccccc1 (stereo unspecified) | 1%
Cc1ccc(C(=O)OCC(=O)NCc2ccc3c(c2)OCO3)s1 | 11%
CN1C(C)(C)CCCC1(C)C | 0%[12.8 µM]
COc1cccc(/C(O)=C2/C(=O)C(=O)N(c3cc(C)on3)C2c2cccs2)c1 (stereo unspecified) | -3%
C=C(C)COc1ccc(-c2[nH]ncc2-c2ccc(OC)c(OC)c2)c(O)c1 | -3%
N/C(Cn1nnc(-c2ccccc2)n1)=N\O | 8%
O=C(NCCSCc1ccco1)Nc1cccc(Cl)c1 | -1%
CCOC(=O)N1CCC(c2nc3ccccc3[nH]2)CC1 | -1%
NC(=O)c1nn(-c2ccccc2)nc1N | -6%
c1ccc(CNc2nc3ccccc3n2CCN2CCOCC2)nc1 | -1%
Other records:
SMILES | AmpC inh det
CCN=C(NCC)SC1CC(=O)N(c2cccc(OCC)c2)C1=O (stereo unspecified) | 3%
COc1ccc(N(CC(=O)Nc2ccc(F)c(Cl)c2)S(=O)(=O)c2c(C)noc2C)cc1 | 2%
Cc1noc(C)c1S(=O)(=O)N(CC(=O)NCc1ccc2c(c1)OCO2)c1ccc(C(C)C)cc1 | 6%
COc1ccccc1NC(=O)N1CCCC1C(=O)Nc1ccc(NC(C)=O)cc1 (stereo unspecified) | -4%
CCOC(=O)c1c(C)c(C(=O)NCCCOC)c(C)n1C | -5%
O=C(CN1CCOCC1)Nc1ccccc1NC(=O)C1CCN(c2ncccn2)CC1 | 0%
COC(=O)[C@H](C)NC(=O)Nc1ccccc1C(F)(F)F | -3%
Cc1ccc(N2CC(C(=O)OCC(=O)C(C)(C)C)CC2=O)cc1C (stereo unspecified) | -2%
CC1CCN(c2ncccc2C(=O)O)CC1 | 0%
Cc1c(CC(C)(C)C(=O)O)n(Cc2ccc(Cl)cc2)c2ccc(F)cc12 | -4%&-3%
CC(C)NS(=O)(=O)c1ccc(OCC(=O)Nc2ccccc2F)cc1 | 0%
COc1ccc(Cc2nc(-c3ccc(Br)o3)no2)cc1OC | 11%
Fc1ccccc1N1CCN(c2nc3ccccc3n3nnnc23)CC1 | 2%
O=c1c2[nH]c3ccc(Cl)cc3c2ncn1CCN1CCCCC1 | -3%
Cn1c(SCC(=O)Nc2ccccc2F)nnc1-c1cccnc1 | 11%
N#Cc1nc(COc2ccc(F)cc2)oc1N1CCCC1 | -4%
COC(=O)c1cc2oc(C)cc2n1CC(=O)N(C)c1ccccc1 | -1%
Cc1ccc(N(C(=O)CCC(=O)Nc2cc(C)on2)C(C(=O)NC2CCCC2)c2ccncc2)cc1 (stereo unspecified) | 3%
O=C(Oc1ccccc1)N1CCC2(CCCN(c3ccncc3)C2)CC1 | 2%
CCCCNc1nc(C)nc2c1nc(-c1ccccc1)n2CCCCN(CC)CC | 15%
CC(Oc1ccccc1)C(=O)NCc1cccnc1 (stereo unspecified) | -1%
CC1CN(C(c2ccco2)c2sc3ncnn3c2O)CC(C)O1 (stereo unspecified) | 8%
COCCN1CSC(=S)N(Cc2ccco2)C1 | -1%
NC(=O)CSc1nnc(Cc2csc(Nc3ccccc3)n2)n1Cc1ccccc1 | 4%
N#Cc1cc2c(nc1SCc1cccnc1)CCCC2 | 4%

Random excerpt: two compounds from above.
SMILES | AmpC inh det
COc1ccccc1NC(=O)N1CCCC1C(=O)Nc1ccc(NC(C)=O)cc1 (stereo unspecified) | -4%
Fc1ccccc1N1CCN(c2nc3ccccc3n3nnnc23)CC1 | 2%

Remaining list, next part.
SMILES | AmpC inh det
COc1ccccc1NC(=O)CSc1nnc(C2CCCCC2)n1C | -4%
O=C(c1ccncc1)N1CCC2(CCCN(c3ccc(-c4ccccc4)cc3)C2)CC1 | -2%
O=C(O)c1cc(NCc2cccs2)ccc1N1CCOCC1 | -3%
CCC1Sc2ccccc2N(CC(=O)NCCC(C)C)C1=O (stereo unspecified) | -7%
CC12CCC(C(=O)Nc3ccccc3N3CCOCC3)(CC1=O)C2(C)C (stereo unspecified) | -1%
CS(=O)(=O)N1CCC[C@@]2(CCN(C(=O)Nc3cccc(F)c3)C2)C1 | 0%
CCn1c(=O)cc(SCC(=O)NCCN2CCN(Cc3ccccc3)CC2)c2ccccc21 | 16%
O=C(CCCc1c[nH]c2ccccc12)N1CCN(S(=O)(=O)c2cccs2)CC1 | -2%
Cc1cc(C2CCCCC2)n(O)c(=O)c1 | 1%[12.8 µM]
CCc1ccc(N(CC(=O)NC)S(C)(=O)=O)cc1 | -1%
Cc1ccc(Cn2c(SCCN3CCOCC3)nc3c2c(=O)n(C)c(=O)n3C)cc1 | 0%
CC(C)(C)OC(=O)[C@H]([C@@H]1N[C@@H](C(=O)O)C(C)(C)S1)N1C(=O)c2ccccc2C1=O | -4%[5.75 µM]
COC(=O)N1CCC2(CCCN(Cc3ccccc3)C2)CC1 | -1%
CN(C)CCn1c(C(=O)Nc2ccccc2)cc2ccccc21 | -3%
Cc1ccc(S(=O)(=O)N2CCN(C(=O)CN3C(=O)NC4(CCOc5ccccc54)C3=O)CC2)cc1 (stereo unspecified) | -3%
O=C(O)[C@H](/C=C\c1ccccc1)c1ccccc1 | -3%[5.75 µM]
O=C(COc1ccccc1)Nc1ncc2c(n1)CCCC2=O | -4%
COc1cccc(C(=O)Nc2nnc(C(C)C)s2)c1 | 0%
O=C(Nc1c(C(=O)Nc2ccc3c(c2)OCCO3)cnn1-c1ccccc1Cl)c1ccco1 | -4%
COc1ccc(C(CC(=O)O)NC(=O)c2ccco2)cc1OC (stereo unspecified) | -2%
Cc1c(C(=O)O)nnn1-c1ccccc1 | 8%
CCOc1ccc(Cc2nnc(SCC(=O)c3ccc(OC)cc3)o2)cc1 | -4%
Cn1c(=O)c2cc(NCc3ccccc3)nnc2n(C)c1=O | -5%
Cc1noc(NS(=O)(=O)c2ccc(NC(=O)CCn3c(=O)oc4ccccc43)cc2)c1C | 9%
CCOC(=O)c1cc(-c2ccccc2)n(CC(=O)O)c1C | -5%
Next results follow:
SMILES | AmpC inh det
O=C(CN1CCN(S(=O)(=O)c2ccc(F)cc2)CC1)Nc1ccc2c(c1)OCO2 | 15%
C/C(=C\CNc1ncnc2c1ncn2[C@@H]1O[C@@H](CO)[C@@H](O)[C@H]1O)CO | -3%
CC(=O)c1ccc(-n2nnnc2SCC(=O)N2CCN(C(=O)c3ccco3)CC2)cc1 | -3%
COCCNc1cc(-c2ccccc2C)ncn1 | 7%
CCOC(=O)N1CCC(NC(=O)c2ccc3nc(N4CCOCC4)sc3c2)CC1 | 11%
CC(C)Cn1cc(C(=O)N2CCOCC2)c2c3ccccc3n(C)c2c1=O | 10%
COc1ccc(Cc2nnc(SCC(=O)NCc3ccco3)o2)cc1 | -6%
CC1CCCCC1NC(=O)CSc1nncs1 (stereo unspecified) | 0%
Cn1c(SCC(=O)Nc2ccc3c(c2)OCCO3)nnc1-c1ccco1 | -3%
CCOC(=O)c1oc2ccc(Br)cc2c1CSc1nnc(C)s1 | -6%
COC(=O)c1ccc(C(NC(=O)OCc2ccccc2)/C(=C/[C@@H](C)C(=O)NCc2ccncc2)c2cccnc2)cc1 (stereo partly specified) | 16%
COCc1[nH]nc2c1C(C1C=CCCC1)C(C#N)=C(N)O2 (stereo unspecified) | -1%
COc1cc(Cl)c(S(=O)(=O)n2cnc(C)c2)cc1Cl | -2%
Cc1ccc(OCC(=O)N2CCN(C(=O)c3cccs3)CC2)cc1 | -1%
CCCC(=O)N1CCN(S(=O)(=O)c2cc(Cl)ccc2OC)CC1 | -4%
CSc1nc(C)cc(OCNC(=O)c2cccs2)n1 | 15%
Cc1cc(C)c2c(CN3CCN(Cc4ccc5c(c4)OCO5)CC3)cc(=O)oc2c1C | -6%
Nc1nc(=S)c2ncn([C@H]3O[C@@H](CO)[C@@H](O)[C@@H]3O)c2[nH]1 | -3%[12.8 µM]
Cc1cc(C)nc(SCC(=O)Oc2ccc3oc(=O)cc(C)c3c2)n1 | -5%
O=C1CC(N(Cc2ccc3c(c2)OCO3)C(=O)Nc2ccc(F)cc2)C(=O)N1c1ccccc1 (stereo unspecified) | -1%
O=C(O)c1ccc(CN2CCCCC2)o1 | 8%
OC1(c2ccccc2F)CCN(Cc2nnnn2CCc2ccccc2)CC1 | 9%
COc1cccc(OC)c1C(=O)N1CCN(c2c(Cc3ccccc3)c(C)nc3ncnn23)CC1 | -1%
CC(=NCCc1ccccc1)C1=C(O)CSC1=O | -5%
Cc1cnc(C(=O)OCC(=O)N2c3ccccc3NC(=O)C2(C)C)cn1 | 0%
NS(=O)(=O)c1ccc(N=Nc2c(O)c(C(=O)O)cc3ccccc23)cc1 | -5%[5.75 µM]
O=C(c1cc2cc(Br)ccc2oc1=O)N1CCN(c2ccccn2)CC1 | 11%
O=C(O)c1ccccc1-c1ccccc1C(=O)c1ccccc1 | -2%[5.75 µM]
C=CCOC(=O)c1ccccc1N | 9%
Nc1nnc(CCc2ccccc2)s1 | 7%

From PubChem BioAssay
